biotin-GST TR-FRET: biotin-GST/anti-GST TR-FRET signal inhibitors, dose response, artefact control for Vif-APOBEC3G degradation inhibitor project, biochemical (AID 1117362); hit rate 2.8% among 3,600; TR-FRET counter screen, biotin-GST/anti-GST signal; inhibition, % at the top dose, mostly 100 µM; hits show IC50 in µM;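 active = inhibition above 30% at one or more concentrations, seen consistently on every test date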;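 note: biotinylated GST protein used in place of GST-Vif 1-94 and biotin-A3G peptide; detects fluorescence quenchers or blockers of GST binding to anti-GST antibody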
* = called active by the depositor.

SMILES	biotin-GST TR-FRET
CCOc1ccc(N2CC(C(=O)NCC(=O)Nc3ccc(F)c(F)c3F)CC2=O)cc1 (stereo not given)	-2.4%
COc1ccc(S(=O)(=O)N2CCN(C(=O)c3cc(-c4ccccc4OC)n[nH]3)CC2)cc1	-1.2%
COc1ccc(N=C2NC(=O)/C(=C\C=C\c3ccco3)S2)cc1	5.9%
Cc1cc(C(=O)CSc2nc3ccccc3c(=O)[nH]2)c(C)n1C	2.0%
CCCN1C(=O)S/C(=C\c2ccc(N3CCOCC3)cc2C)C1=O	3.8%
NC(=O)c1ccc(N2CCN(c3ncc(C(F)(F)F)cc3Cl)CC2)cc1	6.0%
COc1cc2oc3ccccc3c2cc1N(CC(=O)N(C)C)S(=O)(=O)c1ccccc1	23%
COc1ccc(OC)c(S(=O)(=O)Nc2ccc(O)c3ccccc23)c1	2.4%
O=C(C1CCC(CNS(=O)(=O)c2cccc3cccnc23)CC1)N1CCCC1 (stereo not given)	3.3%
CC(C)(C)OC(=O)N1CCN(c2ccc([N+](=O)[O-])cc2)CC1	1.5%
C/C(=C\C(=O)c1ccc(Br)cc1)N1CCCCC1	4.6%
Brc1c(CSc2nnc(-c3ccco3)o2)nc2ccccn12	-8.8%
O=C(Nc1ccccc1)C1=C(O)CC(c2ccco2)CC1=Nc1ccccc1 (stereo not given)	-0.4%
CCN(CC)c1ccc(C(=C2C=CC(=[N+](CC)CC)C=C2)c2ccccc2)cc1	25µM*
CC(C)CNC1=CC(=O)CC(c2ccco2)C1 (stereo not given)	4.0%
COc1ccc(S(=O)(=O)N2CCC(C(=O)NCc3cccnc3)CC2)cc1Cl	1.5%
Cc1ccc([C@@H]2C3COCC=C3C(C#N)=C(N)C2(C#N)C#N)o1 (stereo not given in full)	-14%
O=C1CSC(c2nn(-c3ccccc3)cc2-c2cc3ccccc3oc2=O)N1Cc1ccco1 (stereo not given)	-14%
CC(C)OP(=O)(OC(C)C)C(O)c1ccc(N(C)C)cc1 (stereo not given)	9.2%
O=C(CSc1nc2ccccc2c(=O)n1NC(=O)c1ccccc1)c1ccccc1	-1.4%
c1ccc(-n2c(SCc3ccncc3)nnc2-c2ccco2)cc1	7.2%
Cc1ccccc1S(=O)(=O)Cc1ccc(C(=O)NCCCN2CCC(C)CC2)o1	0.4%
CCN(c1ccccc1)S(=O)(=O)c1ccc(C(=O)NNC(=O)c2ccccc2F)cc1	7.2%
COc1ccccc1S(=O)(=O)Cc1ccc(C(=O)N2CCN(c3ccccn3)CC2)o1	6.1%
O=C(c1ccco1)N1CCN(C(c2ccccn2)c2nnnn2C2CCCC2)CC1 (stereo not given)	5.2%
COc1ccc(N2CCN(c3oc(COc4ccc(Cl)cc4Cl)nc3C#N)CC2)cc1	5.8%
COc1ccc(CNC(=O)c2sc3nc4c(c(C(F)(F)F)c3c2N)CCC4)cc1OC	3.3%
c1ccc2c(c1)CCCN2Cc1nnc2n1CCCCC2	18%
C/C(=C/C(=O)NCc1ccccc1)C(=O)O	-0.1%
Cc1cc(=O)oc2cc(OCC(=O)NCc3cccnc3)ccc12	-2.5%
O=C(O)c1cc(N2N=C(C(F)(F)F)/C(=C/C=C/c3ccco3)C2=O)ccc1Cl	-7.5%
C(=N\n1cnnc1)/c1ccc2ncccc2c1	-2.3%
Cc1ccc(C(=O)NNS(=O)(=O)c2ccccc2[N+](=O)[O-])cc1	-1.9%
Cc1cc(C(=O)N2CCN(CCc3ccccc3)CC2)no1	-0.2%
Cc1sc2nc(C)n(/N=C/c3ccccc3O)c(=O)c2c1C	-2.2%
CCOC(=O)c1cc2c(n(-c3ccccc3)c1=O)CC(C)(C)CC2=O	4.5%
Oc1ccc(/C=N/N2CCCCC2)c(O)c1	1.3%
CN(CCO)CC(O)CN(c1ccccc1)c1ccccc1 (stereo not given)	1.9%
COC(=O)Nc1ccc(C)c2nsnc12	3.0%
O=C(CSc1nnc(CN2CCCCC2)n1-c1ccccc1)c1ccc2c(c1)OCO2	-7.4%
COC(=O)CSc1nnc(CNC(=O)c2ccccc2OC)n1-c1ccc(OC)cc1	-0.2%
CCN(C(=O)CCc1nc(-c2ccccc2F)no1)c1cc(OC)ccc1OC	-3.7%
CC1CN(S(=O)(=O)c2cc(C(=O)NCc3ccncc3)ccc2Cl)CC(C)O1 (stereo not given)	2.1%
C/C(=N\OCC(=O)NC12CC3CC(CC(C3)C1)C2)c1cc2ccccc2o1	6.3%
O=C(Nc1ccccc1[N+](=O)[O-])C1C(c2ccccc2)=C1c1ccccc1	1.5%
O=S(=O)(NCc1ccccc1Cl)c1cnc[nH]1	-3.1%
CCCCc1cc(=O)oc2cc(OCC(=O)N(CC)CC)c(Cl)cc12	3.1%
COc1ccc(CCNC(=O)CN2CCCc3ccccc32)cc1OC	18%
Cc1c(Br)c(O)c(Br)c2sc(=O)oc12	20%
Nc1c(C(=O)NC2CC2)sc2nc3c(c(-c4ccco4)c12)CC/C3=C/c1ccco1	54µM*
COc1ccccc1Cn1c(-c2ccccc2OC)nc2ccccc21	4.2%
CCC(=O)Nc1nc2ccc(NC(C)=O)cc2s1	-5.5%
COCCn1c(-c2ccc(OC)cc2)nc2ccccc21	-2.4%
COc1ccc(C(=O)CSc2nnc3n2CCCN3C(=O)Nc2ccccc2)cc1	9.8%
COC(=O)Nc1sc2c(c1C(=O)NCc1ccco1)CCCC2	-2.6%
CNC(=O)CN1C(=O)NC2(CCc3ccccc32)C1=O (stereo not given)	0.1%
O=C(Nc1nnc(C2CC2)o1)c1ccc(S(=O)(=O)N2CCCc3ccccc32)cc1	8.8%
CC1(C)C2CCC1(CS(=O)(=O)Nc1cccc(S(N)(=O)=O)c1)C(=O)C2 (stereo not given)	0.9%
Cc1ccc(Nc2nc(C(=O)NCc3ccco3)cs2)cc1	1.5%
CN(C)c1ccc(NC(=O)CSc2nc3ccccc3c(=O)n2C2CCCCC2)cc1	2.2%
Next part.
SMILES	biotin-GST TR-FRET
CCOCC(O)CS(=O)Cc1ccccc1 (stereo not given)	-0.8%
CCc1nnc(SCC(=O)NC2CCCCC2)nc1CC	-3.6%
COC/C=C/C1=CC2=CC(=O)C(C)(OC(=O)c3cnc4ccccc4n3)C(=O)C2=CN1c1ccccc1 (stereo not given)	13%
CC(C)(C)c1nnc(NC(=O)c2ccc(Cl)nc2)s1	-2.1%
CN(C)c1cc(Cl)c2nonc2c1N	>100µM*
CCc1nnc(NC(=O)c2ccc3c(c2)C(=O)N(C(C)(C)C)C3=O)s1	-1.4%
CCCCN(CCCC)CCCN1CC(=O)N2[C@@H](Cc3c([nH]c4ccccc34)C2(C)C)C1=O	-2.3%
O=C(NCCSCc1ccccc1)c1ccc(C2SCC(=O)N2Cc2ccccc2)cc1 (stereo not given)	6.0%
O=C1/C(=C\c2ccco2)CCC/C1=C\c1ccco1	6.7%
Cc1ccc(C2SCC(=O)N2Cc2cn3ccsc3n2)o1 (stereo not given)	0.0%
CNc1sc(C(=O)c2cccs2)c(N)c1-c1nc2ccccc2s1	-0.9%
COC(=O)/C(=C\Nc1ccccc1)NC(=O)c1ccc(Cl)cc1Cl	0.2%
C=CCn1c(SCC(=O)c2c(N)n(C)c(=O)n(C)c2=O)nnc1-c1ccccc1F	2.6%
Cc1nnc(SCC(=O)NCc2cccs2)[nH]c1=O	7.9%
COc1ccc(Cc2nnc(NC(=O)CSc3ccccc3)s2)cc1	-0.6%
Cc1ccc[n+](-c2[nH]c(=O)sc2/C=N/NC(=O)c2ccccc2[O-])c1	0.6%
Oc1ccc(N=Cc2ccc(-c3cccs3)s2)cc1	-0.7%
CCCC1=NN2C(=N)/C(=C\c3ccc(SCc4ccco4)o3)C(=O)N=C2S1	-7.2%
CC(=O)Nc1c(O)nc(SCC(=O)Nc2ccc(C(C)=O)cc2)[nH]c1=O	11%
CCOC(=O)C1=C(C)NC(C)=C(C(=O)OCC)C1c1cn(-c2ccccc2)nc1-c1ccco1	3.6%
O=C1C2C3C=CC(C3)C2C(=O)N1CNc1ccc(O)cc1 (stereo not given)	17%
CC(=O)n1c(Cl)c(NC(=O)CCl)c2ccccc21	2.7%
COc1cc(Br)c(CNc2cc(C)ccc2C)cc1OC	1.4%
Cc1cc(C)nc(N(C#N)CN2C(=O)c3ccccc3S2(=O)=O)n1	-1.0%
CCOC(=O)c1c(C)[nH]c(C(=O)OCC(=O)Nc2sc(C(=O)N(C)C)c(C)c2C(=O)OCC)c1C	-28%
O=C1/C(=C/C=C/c2ccco2)SC(=S)N1NS(=O)(=O)c1ccccc1	-3.6%
CN(Cc1cnc2nc(N)nc(N)c2n1)c1ccc(C(=O)NC(CCC(=O)O)C(=O)O)cc1 (stereo not given)	7.1%
CCC(Nc1nc(-c2ccccc2)nc2ccccc12)C(=O)O (stereo not given)	0.9%
CN(C(=O)CSc1nnc(N)s1)c1c(N)n(Cc2ccccc2)c(=O)[nH]c1=O	9.9%
C=CCc1ccc(OCCOCCNCCCC)c(OC)c1	-1.6%
COc1ccc(OC)c(-n2cnnn2)c1	1.8%
Cc1cc(NC(=O)c2cncc(Br)c2)no1	-57%
Cc1[nH]c(=O)[nH]c(=O)c1S(=O)(=O)N1CCCC(C(=O)NCCc2ccccc2)C1 (stereo not given)	1.5%
CCN(CC)S(=O)(=O)c1ccc(/C=C/C(=O)Nc2ccc(N3CCOCC3)cc2)cc1	10%
CCOC(=O)C1=C(N)n2c(s/c(=C\c3ccco3)c2=O)=C(C(=O)OC(C)C)C1c1ccco1 (stereo not given)	-23%
CC(C)(C)C1C/C(=C/c2ccco2)C(=O)/C(=C/c2ccco2)C1 (stereo not given)	3.3%
CC(=O)Nc1ccc(S(=O)(=O)N2CCN(Cc3ccccn3)CC2)cc1	-0.5%
COc1ccc(NC(=O)c2cc(-c3ccco3)nc3ccccc23)cc1S(=O)(=O)N1CCOCC1	3.5%
O=C(c1ccccc1Br)N1CCN(c2ccccc2)CC1	7.5%
O=C(CSc1nc2cc([N+](=O)[O-])ccc2n1-c1ccccc1)NCc1ccc2c(c1)OCO2	5.6%
Cn1cnnc1SCC(=O)Nc1ccccc1C(=O)NC1CC1	1.4%
Cc1ccc(S(=O)(=O)NC(CC(C)C)C(=O)N2CCN(C/C=C/c3ccccc3)CC2)cc1 (stereo not given)	1.3%
Cc1cc(C)c(Cc2c(C)nc3c(C(=O)NCc4ccco4)cnn3c2C)c(C)c1	2.6%
NC(=O)C1CCN(C(=O)C23CC4CC(CC(C4)C2)C3)CC1	-2.5%
CCN(CC)CCCNC(=O)CSc1nc(-c2cccs2)cc(C(F)(F)F)n1	-0.8%
Cn1c(=O)oc2cc(S(=O)(=O)Nc3cccc(C(=O)O)c3)ccc21	2.2%
O=C1CC(=O)N(Cc2ccco2)C(=O)N1	1.3%
CCC(C)(c1nnnn1-c1c(C)cccc1C)N(N=O)c1ccccc1Cl (stereo not given)	2.2%

Reprinted at random: 6 compounds from above
SMILES	biotin-GST TR-FRET
O=C(c1ccccc1Br)N1CCN(c2ccccc2)CC1	7.5%
CCC(C)(c1nnnn1-c1c(C)cccc1C)N(N=O)c1ccccc1Cl (stereo not given)	2.2%
CC(=O)Nc1ccc(S(=O)(=O)N2CCN(Cc3ccccn3)CC2)cc1	-0.5%
COc1ccc(NC(=O)c2cc(-c3ccco3)nc3ccccc23)cc1S(=O)(=O)N1CCOCC1	3.5%
O=C1CC(=O)N(Cc2ccco2)C(=O)N1	1.3%
O=C(CSc1nc2cc([N+](=O)[O-])ccc2n1-c1ccccc1)NCc1ccc2c(c1)OCO2	5.6%

3 compounds from above, sorted by length of the SMILES, largest number first.
SMILES	biotin-GST TR-FRET
Cc1cc(C)c(Cc2c(C)nc3c(C(=O)NCc4ccco4)cnn3c2C)c(C)c1	2.6%
CCN(CC)CCCNC(=O)CSc1nc(-c2cccs2)cc(C(F)(F)F)n1	-0.8%
O=C1CC(=O)N(Cc2ccco2)C(=O)N1	1.3%

The results go on:
SMILES	biotin-GST TR-FRET
COc1ccc(CCN2C(=O)CC(Nc3ccc(N4CCOCC4)cc3)C2=O)cc1OC (stereo not given)	9.4%
O=C(O)CN1C(=O)COc2cc(S(=O)(=O)N3CCCC3)ccc21	-2.8%
Cc1cc(C)cc(NC(=O)CSc2nc3c(c(=O)n2C)SC(C)C3)c1 (stereo not given)	-17%
Cc1ccc(Cn2c(=S)[nH]c3ccc(N4CCOCC4)cc3c2=O)o1	12%
Cc1ccc2nc(C3CCN(CC(=O)Nc4ccc5c(c4)OCCO5)CC3)[nH]c2c1	3.1%
CC(OC(=O)c1ccc([N+](=O)[O-])o1)C(=O)NC1CCCCC1C (stereo not given)	5.3%
COC(=O)c1ccc(CC(=O)c2c(C)cc(O)cc2O)o1	-5.1%
O=C(Nc1ccccc1)NC1CCN(CCCN2C(=O)c3ccccc3C2=O)CC1	3.5%
COC(=O)c1ccccc1NC(=O)c1noc2c1CCC2	-0.3%
COc1ccc(C2Nc3ccccc3C(=O)N2c2ccc(Cl)cc2)cc1Cn1cc([N+](=O)[O-])cn1 (stereo not given)	1.0%
COc1ccc(C(C)(C)C)cc1NC(=O)C1C2C=CC(C2)C1C(=O)O (stereo not given)	2.1%
CCN1CCN(C(=O)CN(C)S(=O)(=O)c2ccc(OC)c(C)c2)CC1	3.2%
COc1cc(NCCCCCCN)c2ncccc2c1OC	2.5µM*
Cc1ccc(N=Nc2ccc(O)c(/C=N\NC(=O)c3ccc(N)cc3)c2)cc1C	2.8%
O=C1CCC(CCC(=O)N2CCCC(C(=O)c3ccc4c5c(cccc35)CC4)C2)=NN1 (stereo not given)	2.2%
COc1ccc(C2CC(C(F)(F)F)n3nc(C(=O)NCc4c(C)nn(C)c4C)c(Cl)c3N2)cc1 (stereo not given)	-2.8%
C/C(=N\n1c(C)nc2ccccc2c1=O)c1ccc(C)o1	2.9%
O=C(OC1CCCCC1)c1ccc2c(c1)C1C=CCC1C(C(=O)O)N2 (stereo not given)	16%
Cc1cccc(-n2nc3c(c2NC(=O)c2ccc(Br)o2)CSC3)c1	-7.4%
COc1ccc(NC(=O)CSc2nc(C)cc(C)n2)cc1	-1.1%
Cc1ncc(CO)c(/C=N/NC(=O)c2cc(O)c(O)c(O)c2)c1O	-3.7%
CCOC(=O)c1cc2cc(F)ccc2nc1C	-1.3%

High-throughput results from PubChem.

An excerpt; rates above refer to the full screens.
